Candida biofilm: kills Candida albicans biofilms | C. albicans biofilm + clotrimazole, Alamar Blue | inhibition, % at 6 µM | AID 834 | actives 0.14% (n = 85,000);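 active = inhibition above 20%; inactive = inhibition below 20%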;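 note: preformed 24 hr biofilms exposed to compound for 48 hr; 0% = biofilm without compound and 100% = blank killed by clotrimazole plus chlorhexidine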
HUVEC tox IL1B: HUVEC cytotoxicity counter-screen, IL-1B stimulated. actives 0.41% (n = 94,000). AID 845. cell count reduction, % at 2 µM. HUVEC cell count loss, Hoechst imaging;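 active = cell count reduction more than 3 SD above the screen-wide mean, cut at about 70% in these data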;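 note: normalized per plate to untreated control cells as the no-loss baseline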
VCAM1 TNFa inh: reduces TNF alpha induced VCAM1 expression in HUVEC; HUVEC TNFa-induced VCAM-1 immunofluorescence, high-content imaging; inhibition, % at 2 µM; actives 0.48% (n = 95,000); AID 802;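 active = inhibition above the batch mean plus 3 SD, with images confirmed as a hit by eye, cut at about 37% in these data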;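 note: 0% = TNF-stimulated DMSO wells and 100% = unstimulated control wells; not every result past the cut was called active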
TNFa cytotox: toxic to HUVEC cells under TNF alpha stimulation; cell count reduction, % at 2 µM; actives 0.17% (n = 93,000); HUVEC TNFalpha-stimulated, Hoechst cell count, imaging; AID 848;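 active = cell count reduction exceeding the screen mean by over 5 SD, scaled to untreated wells per plate, cut at about 78% in these data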;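 note: cells counted after 24 h of TNF alpha exposure following the 1 h pretreatment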
hDAT+cocaine: modulates human dopamine transporter uptake under cocaine; Q01959; LLC-PK1 hDAT cells, [14C]-dopamine uptake with cocaine IC80; actives deviate in either direction; B-score at 10 µM; actives 1.3% (n = 110,000); AID 449768;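 active = Z score or B-score, a plate-position-corrected score, falls beyond the plate's 99.7% confidence bounds, in either direction; inactive = both scores lie inside the 99.7% bounds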;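 note: scored against the spread of the other compound wells on the same plate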
Target sequence (Q01959 whole entry, looked up): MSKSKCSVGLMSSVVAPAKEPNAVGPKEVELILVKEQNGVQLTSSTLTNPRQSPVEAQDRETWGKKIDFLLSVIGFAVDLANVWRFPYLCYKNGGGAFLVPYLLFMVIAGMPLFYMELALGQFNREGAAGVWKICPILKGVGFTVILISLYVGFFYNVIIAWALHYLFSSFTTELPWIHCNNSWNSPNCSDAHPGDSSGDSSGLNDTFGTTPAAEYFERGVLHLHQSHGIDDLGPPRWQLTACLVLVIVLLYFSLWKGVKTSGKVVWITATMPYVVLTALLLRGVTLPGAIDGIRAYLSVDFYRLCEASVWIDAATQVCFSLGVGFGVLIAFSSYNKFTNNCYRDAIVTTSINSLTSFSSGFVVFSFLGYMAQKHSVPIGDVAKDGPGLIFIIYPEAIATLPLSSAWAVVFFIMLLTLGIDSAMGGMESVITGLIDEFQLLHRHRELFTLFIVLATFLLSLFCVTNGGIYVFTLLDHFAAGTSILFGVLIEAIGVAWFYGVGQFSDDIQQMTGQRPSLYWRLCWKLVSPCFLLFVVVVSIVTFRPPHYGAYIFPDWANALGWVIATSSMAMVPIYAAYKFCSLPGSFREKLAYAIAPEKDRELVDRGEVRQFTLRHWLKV
CYP2C9 act: CYP2C9 (human) activation. P11712. recombinant CYP2C9, luciferin-H conversion, luminescence; hits give high values; factor 1 = untreated enzyme, 0 = blocked. activation factor at 5 µM. actives 1.4% (n = 96,000). AID 1024;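 active = activation factor of 2 or more for CYP2C9 at a 5 µM dose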;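 note: 0 = sulfaphenazole-blocked wells and 1 = vehicle-only wells; values of inactives mirror those of a sister screen read the other way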
CYP2C9 inhib: inhibitors of human CYP2C9; CYP2C9 Supersomes, luciferin-H conversion, luminescence; inhibition, % at 5 µM; P11712; AID 777; actives 20% (n = 96,000);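 active = blocking of liver enzyme CYP2C9 beyond about 50% at 5 µM, limit read from the data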; note: values of inactives mirror those of a sister screen read the other way
CYP2C19 act: cytochrome P450 2C19 (human) activation; P33261; recombinant CYP2C19, luciferin-H EGE luminescence; hits give high values; 0 = fully inhibited enzyme, 1 = untreated enzyme; activation factor at 5 µM; 96,000 tested, under 10 active; AID 1025;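 active = activation factor of at least 2 at 5 µM in the primary screen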;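 note: 0 = wells with 2.5 mM tranylcypromine and 1 = vehicle-only wells; values of inactives mirror those of a sister screen read the other way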
Target sequence (P33261 whole entry, looked up): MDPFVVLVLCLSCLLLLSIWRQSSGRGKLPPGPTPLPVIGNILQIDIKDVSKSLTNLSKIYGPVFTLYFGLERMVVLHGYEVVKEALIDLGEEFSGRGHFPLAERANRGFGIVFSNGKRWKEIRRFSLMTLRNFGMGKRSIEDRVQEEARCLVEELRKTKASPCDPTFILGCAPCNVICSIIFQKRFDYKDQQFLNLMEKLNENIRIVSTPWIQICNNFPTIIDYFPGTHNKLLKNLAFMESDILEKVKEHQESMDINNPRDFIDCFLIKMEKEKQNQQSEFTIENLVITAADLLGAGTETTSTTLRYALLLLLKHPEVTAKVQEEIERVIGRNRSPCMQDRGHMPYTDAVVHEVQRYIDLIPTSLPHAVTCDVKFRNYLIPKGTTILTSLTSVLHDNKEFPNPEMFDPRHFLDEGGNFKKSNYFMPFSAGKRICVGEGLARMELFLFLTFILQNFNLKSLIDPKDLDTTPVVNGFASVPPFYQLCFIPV
CYP2C19 inh: human CYP2C19 inhibition. P33261. CYP2C19 Supersomes, luciferin-H EGE luminescence, 30 min. inhibition, % at 5 µM. actives 21% (n = 96,000);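 active = CYP2C19 inhibition above a set limit at 5 µM in the primary screen, cut at about 50% in these data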;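 note: plate controls were negative control wells for no effect and 2.5 mM tranylcypromine positive control for full effect; values of inactives mirror those of a sister screen read the other way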
Starred values were filed as active, the others as inactive; nt = no result given.

SMILES	Candida biofilm	HUVEC tox IL1B	VCAM1 TNFa inh	TNFa cytotox	hDAT+cocaine	CYP2C9 act	CYP2C9 inhib	CYP2C19 act	CYP2C19 inh
COc1ccc(-n2c(N)c(C(=O)NCC3CCCO3)sc2=S)cc1 (stereo unspecified)	6.6	-2.2	8.8	-13.3	0.774	0.9	8.3	1.1	-10.3
COc1ccc(S(=O)(=O)N2CCN(C(=O)COc3ccc4c(C)cc(=O)oc4c3)CC2)cc1	-0.2	-12.3	19.8	-46.6	-0.515	0.9	9.5	0.8	19.0
Cn1c(CCN2CCCCC2)nc2cc(NC(=O)NC3CCCCC3)ccc21	-3.2	nt	nt	nt	-0.715	1	-3.3	1	-3.1
O=C1CCC([N+](=O)[O-])C(c2cccc(Cl)c2Cl)N1 (stereo unspecified)	4.9	-25.6	-17.5	-10.6	-0.246	0.9	10.9	1.1	-10.9
Nc1nc2ccc(O)cc2s1	3.3	-33.1	23.5	-10.0	-0.373	nt	nt	nt	nt
COC(=O)c1noc(-c2ccc(OC)cc2)n1	2.4	-3.8	7.7	4.9	-0.656	1	-2.6	1	1.5
Cc1c(C(=O)NCc2cccs2)oc2ccccc12	1.9	27.6	-12.0	28.0	0.988	0.8	19.8	0.6	42.7
Nc1nc(Cl)cc(Sc2ccc3ccccc3c2)n1	nt	-25.3	4.8	-19.2	-0.206	0.9	11.7	1	-2.8
COC(=O)CCN(C(=O)c1cccc(OC(C)=O)c1)c1ccccn1	0.5	0.3	-9.9	-24.6	-1.3	0.9	7.3	1	2.7
CCOC(=O)Cc1csc(NC(=O)c2ccc(Br)s2)n1	-0.5	88.6*	-9.2	-7.0	2.69*	0	99.5*	0.2	77.7*
Cc1nn2c3c(cnc2c1-c1ccccc1)C(=O)CC(c1ccccc1)C3 (stereo unspecified)	4.2	-11.2	-0.2	-3.4	0.127	0.5	53.8*	0.6	35.9
CCOC(=O)CN(C(=O)CSc1nnc(CNc2ccc(F)cc2)o1)c1ccccc1	4.8	12.2	-0.2	-5.3	2.64	0.2	77.6*	0.4	59.4*
O=C(c1noc2c1CCCCC2)N1CCOCC1	4.3	nt	nt	nt	0.00999	0.4	58.3*	0.8	17.3
Oc1ccc2[nH]cnc2c1CN1CCCCC1	5.9	4.7	23.4	15.5	1.27	1.1	-14.6	0.9	8.6
Cc1cc(NC(=O)CSc2ncnc3sc4c(c23)CCC(C)C4)no1 (stereo unspecified)	3.4	nt	nt	nt	nt	0.9	13.2	1	3.8
CN1CN(C)c2cccc3cccc1c23	3.7	-42.2	5.5	nt	-0.39	nt	nt	nt	nt
CCCCc1nc2sc3c(c2c(=O)[nH]1)CCC3	6.2	-10.4	-13.4	-4.0	0.441	1	3.7	0.8	16.7
COc1ccc(NC(=O)CN2CCN(CC(=O)Nc3ccc4c(c3)OCO4)CC2)cc1	5.0	nt	nt	nt	0.608	0.8	18.1	0.8	18.3
Cn1cccc1Cc1nnc(SCC(=O)Nc2nc3ccccc3s2)n1CCc1ccccc1	9.4	nt	22.8	18.2	0.86	0.7	25.9	0.7	26.3
ON=Cc1cccn1-c1ccccc1	nt	-15.7	-5.2	-9.7	-0.0333	1.1	-10.7	1.1	-6.0
CCOc1ccc2[nH]c(=O)c(CN(Cc3nnnn3Cc3ccco3)C3CCCCC3)cc2c1	-4.1	27.5	7.0	-4.8	-0.247	0.8	24.7	0.3	69.7*
COc1ccc(Cl)cc1NC(=O)CCCN1C(=O)CCC1=O	3.3	1.4	7.6	2.1	0.375	1.3	-27.2	0.9	5.2
Clc1cc(Cl)c(OCc2nc(-c3ccccn3)no2)cc1Cl	5.8	-9.0	-25.2	-2.9	-0.493	0.9	7.3	0.9	8.1
COc1ccccc1C1/C(=C(/O)c2ccccc2)C(=O)C(=O)N1CC(C)C (stereo unspecified)	7.0	nt	nt	nt	-1.42	0.4	58.8*	1.1	-10.0
CC1=CCC2C(=O)N(c3nc(C)cc(C)n3)C(=O)C2C1 (stereo unspecified)	-1.6	-30.9	-5.6	-1.8	0.115	0.9	5.6	0.9	6.8
C=CCNc1ncnc2c1[nH]c1ccc(C)cc12	4.5	3.9	-13.5	-2.9	0.891	0.4	55.6*	0.6	44.8
CCOc1ccc2nc(NS(C)(=O)=O)sc2c1	2.8	-4.2	-0.3	nt	0.448	0.7	28.9	1	-0.9
Cc1cccc2sc(NC(=O)Cn3cccc3)nc12	4.5	2.8	5.8	7.0	-0.505	0.4	56.5*	0.5	49.4
O=[N+]([O-])c1cccc(/C(=N/N=C/c2ccccc2Br)C23CN4CN(CN(C4)C2)C3)c1	nt	-12.0	13.7	-1.7	nt	1	-4.7	1	-0.9
COCc1cc(=O)[nH]c(/N=C(\N)Nc2cccc(C)c2)n1	1.2	9.8	-7.3	-5.7	-0.0177	1	0.0	1	-4.6

Quoted at random: 2 compounds from above
SMILES	Candida biofilm	HUVEC tox IL1B	VCAM1 TNFa inh	TNFa cytotox	hDAT+cocaine	CYP2C9 act	CYP2C9 inhib	CYP2C19 act	CYP2C19 inh
CCOc1ccc2[nH]c(=O)c(CN(Cc3nnnn3Cc3ccco3)C3CCCCC3)cc2c1	-4.1	27.5	7.0	-4.8	-0.247	0.8	24.7	0.3	69.7*
C=CCNc1ncnc2c1[nH]c1ccc(C)cc12	4.5	3.9	-13.5	-2.9	0.891	0.4	55.6*	0.6	44.8

Next section
SMILES	Candida biofilm	HUVEC tox IL1B	VCAM1 TNFa inh	TNFa cytotox	hDAT+cocaine	CYP2C9 act	CYP2C9 inhib	CYP2C19 act	CYP2C19 inh
O=C(COC(=O)c1n[nH]c2ccccc12)NC(=O)NC1CCCC1	5.8	-7.6	1.0	-26.6	0.288	0.7	27.2	0.9	10.6
CCC(=O)Nc1ccc(C(=O)c2ccccc2)cc1	6.0	-7.4	-29.9	-46.2	1.23	2*	-102.0	0.8	24.7
COc1cc2c(cc1OC)C(C(=O)NCc1ccco1)C1c3ccccc3CCN1C2=O (stereo unspecified)	-2.2	nt	3.0	-8.5	-1.5	0.6	42.0	0.9	10.7
CCC(SCC(=O)OC)C(=O)Nc1nnc(C(C)C)s1 (stereo unspecified)	8.3	-15.3	2.8	-27.9	-1.65	0.9	6.6	0.9	5.6
Cc1ccc(CCN2CC(C(=O)O)CC2=O)cc1 (stereo unspecified)	2.8	nt	15.0	-19.2	-0.415	0.5	53.7*	1	-0.5
COc1ccc(NC(=S)NNC(=O)OC(C)(C)C)cc1OC	2.6	16.7	8.2	-13.1	-0.62	1	-1.1	0.9	12.1
CC(C)(C)n1nnnc1C(c1cccc(C#N)c1)N1CCC(Cc2ccccc2)CC1 (stereo unspecified)	2.2	-22.6	-9.2	5.7	-0.83	0.2	83.3*	0.3	65.8*
Cc1cc(NC(=O)CSc2nnc(-c3c[nH]c4ccccc34)n2-c2ccc(Cl)cc2)no1	nt	26.7	20.5	-16.4	-0.472	1.2	-24.9	1.1	-11.6
CCOc1cc(C2C(C#N)=C(N)Oc3n[nH]c(C)c32)ccc1OCCN1CCOCC1 (stereo unspecified)	2.4	-4.9	-11.9	-13.4	-0.43	1	0.2	1	3.1
CCN(CC)c1ncnc2sc(C(=O)N3CCN(c4ccccc4)CC3)c(C)c12	6.6	nt	nt	nt	0.042	0.4	62.5*	0.7	26.4
O=C(COC(=O)c1cccc(S(=O)(=O)N2CCOCC2)c1)Nc1ncc(C(F)(F)F)cc1Cl	-0.7	12.8	-3.1	-33.0	-1.79	0.8	22.0	0.7	26.7
Cc1csc(=Nc2ccc(S(=O)(=O)N3CCOCC3)cc2)n1Cc1ccco1	1.1	-7.5	-22.9	-16.8	-0.145	0.4	63.8*	0.9	11.6
Cn1c(SCC(=O)Nc2ccc3cn[nH]c3c2)nnc1-c1cccs1	8.0	9.7	-17.3	-12.0	-0.0309	0.9	5.4	1	-2.3
Cc1c(Cl)cccc1N=Cc1ccc([N+](=O)[O-])s1	nt	-18.4	13.7	-11.1	-0.935	1.1	-10.9	1	-1.0
COc1ccccc1NC(=O)CSc1nnc(CC(=O)Nc2cccc(C(F)(F)F)c2)n1C	2.6	-8.9	-0.5	-14.6	-0.689	1.5	-48.9	0.5	50.9*

Some entries already given, reduced to HUVEC tox IL1B.
SMILES | HUVEC tox IL1B
O=C(COC(=O)c1n[nH]c2ccccc12)NC(=O)NC1CCCC1 | -7.6
CCC(=O)Nc1ccc(C(=O)c2ccccc2)cc1 | -7.4

The list continues:
SMILES	Candida biofilm	HUVEC tox IL1B	VCAM1 TNFa inh	TNFa cytotox	hDAT+cocaine	CYP2C9 act	CYP2C9 inhib	CYP2C19 act	CYP2C19 inh
COc1ccc(OC(C)C(=O)NC2CC(C)(C)NC(C)(C)C2)cc1 (stereo unspecified)	7.5	-26.1	19.8	-8.8	-1.34	1.1	-11.5	1.2	-21.7
Cc1nc2sc(C(c3cccs3)N3CCN(C(=O)c4ccco4)CC3)c(O)n2n1 (stereo unspecified)	15.4	nt	nt	nt	-0.067	0.9	10.4	0.9	5.9
COc1ccccc1N1Cc2ccccc2C1	1.0	-19.4	-16.3	-8.0	-0.256	0.9	5.2	1	-3.2
COc1cc(-c2nc(Cc3c(F)cccc3Cl)no2)cc(OC)c1OC	0.7	-34.8	8.7	-16.1	-0.0715	nt	nt	nt	nt
COC(=O)c1ccccc1NC(=O)N1CSC[C@H]1C(=O)OC	6.0	17.5	18.8	-21.6	-0.294	1	-1.1	0.9	13.4
CC(C)CCn1c(Oc2ccc(Cl)cc2)nc2c1c(=O)n(C)c(=O)n2C	2.5	-44.6	7.3	-29.3	0.679	0.9	6.5	0.9	11.3
CCn1c(SCC(=O)NC(C)C)nnc1-c1cccs1	9.2	0.6	-1.2	-21.0	0.481	1	-2.2	0.9	12.5
CCCCNC(=O)C1CCN(Cc2ccccn2)CC1	1.6	3.0	10.3	-31.6	0.156	0.8	21.5	1	0.9
C/[N+]([O-])=C1\Cc2ccccc2C1=O	-1.8	28.4	16.6	7.4	0.0283	0.9	7.4	0.9	6.0
O=C(Cc1ccccc1)NC1CCS(=O)(=O)C1 (stereo unspecified)	4.6	17.7	-0.7	-7.3	-0.00983	nt	nt	nt	nt
COc1cc(C(=O)N[C@H](C(=O)NC2CCCCCC2)C(C)C)cc(OC)c1OC	nt	-10.8	17.0	14.8	-0.165	0.7	25.3	0.9	10.8
O=C(NCc1cccnc1)c1ccc(NC(=O)c2ccco2)cc1	-3.6	2.0	-12.0	-0.8	-1.38	0.7	32.0	1.1	-6.1
O=C1CN(Cc2ccccc2)C(=NCc2ccco2)S1	9.5	-143.3	13.6	-1.5	-0.163	0	97.2*	0.1	90.0*
CC(C)Nc1nnc(SCC(=O)c2c(N)n(Cc3ccccc3)c(=O)n(C)c2=O)s1	0.7	-12.8	-9.5	-5.9	-0.179	0.4	58.2*	0.7	28.5
Cc1nc(CC(=O)Nc2nc(-c3ccccc3)cs2)cs1	3.7	3.3	-1.9	3.5	-0.98	0.7	32.9	0.5	51.7*

Of the compounds above, these have a tert-butyl group:
SMILES	Candida biofilm	HUVEC tox IL1B	VCAM1 TNFa inh	TNFa cytotox	hDAT+cocaine	CYP2C9 act	CYP2C9 inhib	CYP2C19 act	CYP2C19 inh
COc1ccc(NC(=S)NNC(=O)OC(C)(C)C)cc1OC	2.6	16.7	8.2	-13.1	-0.62	1	-1.1	0.9	12.1
CC(C)(C)n1nnnc1C(c1cccc(C#N)c1)N1CCC(Cc2ccccc2)CC1 (stereo unspecified)	2.2	-22.6	-9.2	5.7	-0.83	0.2	83.3*	0.3	65.8*
